# Screening data from PubChem BioAssay.
# Neddylation inh – inhibitors of human cullin neddylation | P61081+Q13564 | AID 651699 | calls only at 25 µM | TR-FRET cullin neddylation, biochemical | 360,000 tested, 0.58% active; in the data active means inhibition above about 36%
# bovine MsrA act – bovine methionine sulfoxide reductase A activation. purified bovine MsrA, absorbance read-out. activation, % at 10.6 µM. 360,000 tested, 0.3% active; in the data active means activation above about 7.5%;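 further: 0% = vehicle and 100% = reference activator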
# CendR NRP1 mod – modulators of CendR peptide binding to human neuropilin-1. FAM-RPARPAR peptide binding to NRP-1, fluorescence polarization. inhibition, % at 25 µM. 360,000 tested, 0.85% active;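 active means inhibition or corrected inhibition above about 18%, plus a signal ratio from 0.5 to 1.5, limit read from the data, passing the limit was not always enough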; further: strong numbers were not always called active
# Rin1-Abl PPI inh – inhibitors of human Rin1-Abl protein interaction. P00519+Q13671. TR-FRET Rin1/Abl binding, biochemical. inhibition, % at 7.35 µM. 360,000 tested, 0.4% active. AID 588664; in the data active means inhibition above about 5%, passing the limit was not always enough
# MT1-MMP act inh – blocks activation of human MT1-MMP. P50281. HT1080 RFP-PRO-GFP cells, GFP/RFP ratio fluorescence, overnight; percent of plate control window, DMSO zero. GFP/RFP ratio change, % at 20 µM. 360,000 tested, 0.061% active. AID 651647;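 active means GFP/RFP ratio change of at least 30% with cell ATP level not reduced by more than half and red fluorescence within 50% of control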; further: strong numbers were not always called active
#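 Material: RFP-PRO-GFP reporter HT1080 cells. Dosing: single-point 20 µM compound, 1% DMSO. Controls: DMSO and RFP-L50D-GFP cell wells. Timing: cells overnight before dosing, compound overnight, 37 °C, 5% CO2. Measure: GFP/RFP fluorescence ratio.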
# MsrA inhibitor – inhibitors of bovine MsrA. purified bovine MsrA, absorbance read-out. inhibition, % at 15.5 µM. 360,000 tested, 0.75% active; in the data active means inhibition above about 4.5%;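 further: 0% = vehicle wells with enzyme and 100% = reference inhibitor wells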
# FAS TE block – inhibitors of human fatty acid synthase thioesterase domain; inhibition, % at 15 µM; recombinant FAS-TE, OMFH fluorogenic substrate, fluorescence endpoint; 360,000 tested, 0.67% active;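 active means compounds whose normalised, plate-corrected inhibition of enzyme fluorescence in the single-dose primary screen is 50% or more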;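 further: 0% = DMSO with enzyme and 100% = substrate without enzyme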
# SKN-1 block – C. elegans SKN-1 inhibition; C. elegans VP596 Pgst-4::GFP/RFP ratio, acrylamide-induced, 24 h; inhibition, % at 21.8 µM; 360,000 tested, 0.49% active;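 active means interference check ratio from 0.5 to 1.5 plus GFP to RFP signal ratio inhibition reaching or exceeding a fixed threshold, cut at about 30% in these data, passing the limit was not always enough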; further: some compounds called inactive have numbers as strong as hits
# eLon inh – E. coli protease La inhibition. inhibition, % at 7.94 µM. AID 602123. 360,000 tested, 0.42% active. purified E. coli Lon protease, fluorescence polarization. P0A9M0; in the data active means inhibition above about 13%, passing the limit was not always enough;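 further: 0% = enzyme with probe and DMSO and 100% = no enzyme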
# Target sequence (P0A9M0 whole entry, looked up): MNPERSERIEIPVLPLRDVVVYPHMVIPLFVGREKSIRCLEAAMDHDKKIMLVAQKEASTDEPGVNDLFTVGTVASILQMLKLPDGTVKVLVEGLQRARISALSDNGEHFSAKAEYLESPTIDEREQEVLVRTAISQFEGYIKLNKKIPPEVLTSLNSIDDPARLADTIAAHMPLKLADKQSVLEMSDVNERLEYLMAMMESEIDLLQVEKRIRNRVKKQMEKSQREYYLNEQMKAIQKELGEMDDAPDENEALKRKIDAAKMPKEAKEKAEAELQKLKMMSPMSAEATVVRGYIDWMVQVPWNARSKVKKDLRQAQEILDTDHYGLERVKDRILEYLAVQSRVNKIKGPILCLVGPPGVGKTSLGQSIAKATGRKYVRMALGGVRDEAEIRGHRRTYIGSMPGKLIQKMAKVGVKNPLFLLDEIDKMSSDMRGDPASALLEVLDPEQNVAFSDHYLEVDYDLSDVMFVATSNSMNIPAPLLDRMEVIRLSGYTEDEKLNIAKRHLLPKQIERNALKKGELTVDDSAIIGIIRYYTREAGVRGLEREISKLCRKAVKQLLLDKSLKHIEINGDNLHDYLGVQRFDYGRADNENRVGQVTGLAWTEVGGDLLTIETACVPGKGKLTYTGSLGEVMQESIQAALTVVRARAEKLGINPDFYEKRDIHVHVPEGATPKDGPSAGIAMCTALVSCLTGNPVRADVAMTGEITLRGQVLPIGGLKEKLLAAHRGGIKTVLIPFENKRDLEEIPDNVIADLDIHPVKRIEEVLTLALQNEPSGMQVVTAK
# Starred values were filed as active, the others as inactive; i = inactive; · = not tested or not shown.
Structure,Rin1-Abl PPI inh,CendR NRP1 mod,SKN-1 block,MsrA inhibitor,MT1-MMP act inh,bovine MsrA act,Neddylation inh,eLon inh,FAS TE block
CC1(C)CC(=O)C2=C(C1)OC(N)=C(C#N)C2C1C=CCCC1 (configuration not stated),0,1,11,-1.4,7,-3,i,-7,3
Cc1ccc(S(=O)(=O)N(C)C)cc1NC(=S)NC1CCCC(C)C1C (configuration not stated),-1,4,6,-0.8,2,0,i,-9,19
COc1cc2c(cc1OC)CN(C(=O)Nc1ccccc1Cl)CC2,3,12,-15,0.4,1,-3,i,4,-1
COc1ccc2sc(-c3ccccc3OC)c(-c3ccc4c(c3)OCCO4)c2c1,4,2,7,-0.1,0,1,i,-7,33
COc1ccc(Br)c(Cn2c(C)c(C(=O)NCCC#N)sc2=O)c1,2,1,-14,0.0,3,-5,i,-7,-1
Cc1ccc(NS(=O)(=O)c2ccc3c(c2)NC(=O)C(C)C(=O)N3)c(Br)c1 (configuration not stated),2,-3,-3,-0.2,-4,-1,i,-7,-13
CC(C)NC(=O)C1CCN(C2CCN(C(=O)Cc3ccc4c(c3)OCO4)CC2)CC1,-2,0,2,0.2,-6,0,i,6,-4
O=C1NC(=O)/C(=C\c2ccsc2)N1,0,12,14,2.1,-1,-8,i,-5,-1
O=C(CC(c1ccccc1)c1ccccc1)NCC1CCCO1 (configuration not stated),-1,9,-15,-0.8,-6,-9,i,1,-3
CC1CCCN(CCCNC(=O)c2nn(C)c3c2CS(=O)(=O)c2ccccc2-3)C1 (configuration not stated),-2,2,10,0.0,-2,0,i,0,-7
CC(=O)C1=C(O)CCC1=N,1,0,-11,1.3,-4,-4,i,-9,-5
O=C1OCCC1Sc1nc2cc(Cl)ccc2s1 (configuration not stated),-1,7,-3,-0.3,6,-12,i,1,0
Cc1noc(C)c1COc1ccc(C(=O)N2CCN(c3ccccc3O)CC2)cc1,4,-4,5,-0.5,3,0,i,-7,0
O=C(OCC(=O)N1CCCCC1)c1cccs1,2,17,2,1.6,-1,0,i,-3,-9
C/C=C(/C)C(=O)OC1c2c(ccc3ccc(=O)oc23)OC(C)(C)C1OC(C)=O (configuration not stated),1,5,5,3.3,-1,-3,i,-4,10
Cc1cc(C)c(NC2=NS(=O)(=O)c3ccccc32)c(C)c1,4,6,-11,0.0,1,0,i,-4,-3
N#CCCN(NC1=NS(=O)(=O)c2ccccc21)C(=O)c1ccccc1Br,-2,11,-6,·,0,-2,i,0,-5
Cc1ccn(-c2cc(O)c(-n3ccc(C)n3)cc2O)n1,0,-3,-5,-0.9,4,-12,i,2,-7
CC(C)(O)C(=O)N=Nc1c(O)[nH]c2ccccc12,1,-3,2,3.8,3,-3,i,-3,-6
CCCc1cc(=O)oc2cc(Oc3ncccn3)ccc12,2,-13,-11,0.2,2,-3,i,-1,-4
Nn1c(CSc2nc3ccccc3o2)nnc1CSc1nc2ccccc2o1,-2,0,21,0.2,0,0,i,-2,2
CC(C)C(=O)NN(C(=O)C(C)C)c1nc2ccccc2s1,0,1,3,-0.9,0,-2,i,-6,-5
COc1cc(OC)c(C(=O)O/N=C(\N)c2ccccn2)cc1OC,1,-6,1,1.5,1,2,i,7,-6
O=C(CN1c2ccccc2S(=O)(=O)c2ccccc21)Nc1ccccc1F,6,5,-23,-0.3,3,-13,i,4,4
Cc1ccccc1NC(=O)Nc1ccc(C(F)(F)F)cc1,9.0*,-8,3,1.8,1,-2,i,2,-3
COCCCNCC(=O)Nc1sc(C)c(C)c1C(=O)OC,3,-3,1,0.6,3,-3,i,-1,-4
CC(C)(C)OC(=O)N(CCc1ccccc1)Cc1ccccc1OCc1cccc(NC(=O)C2CCC2)c1,1,-6,-6,0.5,-11,-6,i,3,22
Cc1cc(C)cc(OCCNS(=O)(=O)c2cccs2)c1,-1,6,2,-0.2,-2,-1,i,-2,11
COc1ccc(CNS(=O)(=O)c2cc3c(cc2Cl)NC(=O)CO3)cc1,-5,2,-23,-0.3,-2,-1,i,-3,-3
O=C(c1ccc(S(=O)(=O)NCC2CCCO2)cc1)N1CCc2ccccc21 (configuration not stated),0,-4,26,0.2,-3,-1,i,-1,-4
COc1cccc(NC(=S)NNC(=O)CCn2cc([N+](=O)[O-])cn2)c1,3,7,-2,-0.3,2,-2,i,-4,0
Cc1ccc(OCCC(=O)OCC(=O)N2CCN(S(=O)(=O)c3ccc(C)cc3)CC2)cc1,1,2,8,0.4,-1,-2,i,-4,17
CCOC(=O)C[C@H]1c2cc(C(F)(F)F)ccc2S(=O)(=O)N1C(C)C,4,34*,3,0.7,2,-2,i,1,-9
Fc1cccc(Cn2cc(C(=S)N3CCCCC3)c3ccccc32)c1,2,4,-24,2.5,4,-11,i,-10,3
Cn1c(-c2ccc(F)cc2)cnc1NCc1ccccc1,0,-4,6,0.5,2,-9,i,4,-9
COc1cc(OC)c(C(=O)O/N=C(\N)c2cccc(C)c2)cc1OC,1,10,12,0.1,0,4,i,-2,-1
CCN1CCN(Cc2ccc(NC(=O)Nc3ccc(SC)cc3)cc2)CC1,-1,-3,24,0.3,0,-5,i,-9,-7
c1c(C2CCCCC2)n[nH]c1CN1CCCCC1,1,-9,-4,-0.6,1,3,i,-4,-6
CCOC(=O)C1C(=O)C=C(c2ccc(C)cc2)CC1c1cccc([N+](=O)[O-])c1 (configuration not stated),-3,-4,14,-0.1,-3,-5,i,5,28
c1ccc(C2OCC3(CO2)COC(c2ccccc2)OC3)cc1 (configuration not stated),1,10,13,0.5,9,-2,i,-3,0
COc1cccc(C(=O)N2CCC[C@H]2C(=O)N2CCC[C@H]2C(=O)NCc2ccncc2)c1,·,-4,15,1.5,3,-4,i,5,-6
Cc1cccc(Nc2n[nH]c(C)c2[N+](=O)[O-])c1,0,7,2,2.5,0,-11,i,5,-6
Cc1[nH]nc2c1C(c1ccccc1F)CC(=O)N2 (configuration not stated),-2,-8,-1,0.9,11,-3,i,-3,-10
CC(=O)Nc1ccc(S(=O)(=O)NC2CC3CCC2C3)cc1 (configuration not stated),-4,-5,-5,-0.1,6,-6,i,-8,-3
CCc1ccccc1NC(=O)CNC(=O)CNC(=O)C1CCCCC1,0,6,7,-0.2,7,-11,i,-20,-5
O=c1c2ccccc2nc(-c2ccc(F)cc2)n1NCc1ccccc1O,0,6,5,-0.5,1,-3,i,0,-1
CCc1nc2ccccc2n1CC(O)COc1ccc(NC(C)=O)cc1 (configuration not stated),-1,-2,4,-0.3,-2,-2,i,8,-4
O=c1cc[nH]c2cc(C(F)(F)F)ccc12,1,10,14,0.9,-4,-2,i,-3,-6
CC1CCN(c2ccc3nnc(CCC(=O)N4CCN(c5ccc(F)cc5)CC4)n3n2)CC1,3,10,0,0.1,3,-5,i,-4,8
CCOc1ccccc1/C=N/Nc1nc2c(N)ncnc2n1[C@H]1O[C@@H](CO)[C@H](O)[C@@H]1O,-3,-1,-7,4.2,-6,-3,i,-6,-4

# Three of the entries above in order of their number in SKN-1 block, low to high:
SMILES	Rin1-Abl PPI inh	CendR NRP1 mod	SKN-1 block	MsrA inhibitor	MT1-MMP act inh	bovine MsrA act	Neddylation inh	eLon inh
O=C(CN1c2ccccc2S(=O)(=O)c2ccccc21)Nc1ccccc1F	6	5	-23	-0.3	3	-13	i	4
Cc1cc(C)c(NC2=NS(=O)(=O)c3ccccc32)c(C)c1	4	6	-11	0.0	1	0	i	-4
CCc1nc2ccccc2n1CC(O)COc1ccc(NC(C)=O)cc1 (configuration not stated)	-1	-2	4	-0.3	-2	-2	i	8

# Additional results.
Structure,Rin1-Abl PPI inh,CendR NRP1 mod,SKN-1 block,MsrA inhibitor,MT1-MMP act inh,bovine MsrA act,Neddylation inh,eLon inh,FAS TE block
O=C1CC(SC(=Nc2ccccc2)Nc2ccccc2)C(=O)N1c1ccc(Cl)cc1 (configuration not stated),0,0,3,-0.6,0,1,i,3,28
NC(=O)CC(NC(=O)c1ccccc1)C(=O)O (configuration not stated),-1,10,-3,-0.6,3,-2,i,-1,-5
COc1ccccc1NC(=O)C1=C(C)NC(=O)NC1c1cccs1 (configuration not stated),-1,3,-1,0.1,-1,-1,i,4,0
CC(=O)N/C(=N/c1nc(C)cc(C)n1)Nc1cccc(C)c1,-2,2,21,0.2,-8,-1,i,3,0
Cc1cc(C)cc(NS(=O)(=O)c2ccc3c(c2)c(=O)n(C)c(=O)n3C)c1,5,-8,9,0.0,-18,-1,i,0,12
CCn1c(C(C)NC(=O)c2cccc(C)c2)n[nH]c1=S (configuration not stated),2,7,4,0.5,-1,-9,i,1,-12
NS(=O)(=O)c1ccc(CCNC(=O)C2CCCCN2S(=O)(=O)c2ccccc2)cc1 (configuration not stated),0,5,31,-0.2,-4,-3,i,-13,-4
COc1ccc(C2(C(=O)O)CCCC2)cc1,2,2,-11,1.8,-3,-3,i,-1,-7
O=c1[nH]c2cnn(-c3ccccc3)c2c(=O)n1O,1,-40,11,-0.3,-2,0,i,0,-7
c1ccc(-c2cncn2-c2ccccc2)cc1,0,0,7,0.4,6,-1,i,-9,-2
Cc1ccc(S(=O)(=O)Oc2ccc(C(c3c(C)[nH][nH]c3=O)c3c(C)[nH][nH]c3=O)cc2)cc1,3,14,-1,·,3,-9,i,-3,-18
Cc1nc2nc[nH]n2c(=O)c1NS(=O)(=O)c1ccc([N+](=O)[O-])cc1,4,0,-5,0.6,2,-5,i,-7,-8
O=C(c1ccco1)N1CCN(C2CN(Cc3cn(Cc4ccccc4C(F)(F)F)nn3)S(=O)(=O)C2)CC1 (configuration not stated),3,6,0,-0.3,1,-2,i,-2,-10
O=C(c1ccc(S(=O)(=O)N2CCCCCC2)cc1)N1CCCC(C(F)(F)F)C1 (configuration not stated),-4,3,16,-0.7,1,-3,i,-4,1
CCOc1ccc(C2/C(=C(\O)c3c(C)[nH]c(C(=O)OC)c3C)C(=O)C(=O)N2CCN(C)C)cc1 (configuration not stated),-1,1,-4,·,2,-13,i,-6,-8
CCc1ccc2nc(N(CCCN(C)C)C(=O)c3ccc(S(=O)(=O)N4CCc5ccccc5C4)cc3)sc2c1,2,1,-2,-0.2,4,-7,i,3,-4
CCn1cc(C(=O)N(CCCN2CCOCC2)Cc2ccco2)c(=O)c2ccc(C)nc21,1,1,4,1.0,6,-2,i,-4,-8
CCc1cccc(CC)c1NC(=S)NC(C)c1ccccc1 (configuration not stated),-2,16,11,1.8,1,-1,i,5,2
O=C(Nc1ccc2[nH]ncc2c1)c1ccccc1,3,4,-6,-0.8,0,-1,i,12,-5
O=C(NNC(=O)C1CCN(Cc2cccc(F)c2)CC1)c1cccc(Cl)c1,1,-3,-15,-0.1,1,-4,i,-4,-4
CCOC(=O)c1c(NC(=S)Nc2ccccc2)sc2c1CCN(C)C2,-5,-94,7,0.4,-14,0,i,-68,-22
CCCCN(C(=O)C1CC1)C1CCS(=O)(=O)C1 (configuration not stated),6,-3,13,0.9,-3,-2,i,-5,-6
Cc1ccccc1CN1C(=O)c2ccccc2C1c1nnnn1-c1ccc2c(c1)OCCO2 (configuration not stated),·,-1,0,-0.8,2,-1,i,0,3
Cc1ncc([N+](=O)[O-])n1CC(O)CCl (configuration not stated),-2,-11,13,0.8,1,-1,i,7,-1
CCCCCN=CC1=C(O)CC(c2ccccc2)CC1=O (configuration not stated),6,6,-4,-0.3,1,-4,i,-9,-3
O=S(=O)(Cc1ccccc1Cl)N1CCCC1,3,0,4,-1.1,4,-12,i,-3,-3

# Two entries from above, field by field:
Compound: O=c1[nH]c2cnn(-c3ccccc3)c2c(=O)n1O
- Rin1-Abl PPI inh: 1
- CendR NRP1 mod: -40
- SKN-1 block: 11
- MsrA inhibitor: -0.3
- MT1-MMP act inh: -2
- bovine MsrA act: 0
- Neddylation inh: i
- eLon inh: 0
- FAS TE block: -7
Compound: c1ccc(-c2cncn2-c2ccccc2)cc1
- Rin1-Abl PPI inh: 0
- CendR NRP1 mod: 0
- SKN-1 block: 7
- MsrA inhibitor: 0.4
- MT1-MMP act inh: 6
- bovine MsrA act: -1
- Neddylation inh: i
- eLon inh: -9
- FAS TE block: -2
